Myeloid diff 2: compounds promoting myeloid differentiation | calls only at 10 µM | 360,000 tested, 1% active | ER-HoxA9 myeloid progenitors, lysozyme-GFP differentiation, flow cytometry;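 active = normalized GFP-positive differentiation at or above the plate's own cutoff, the solvent-only control mean plus 3 SD; inconclusive = no clear call, values can overlap the other calls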;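 also: cells exposed to compound for four days before flow analysis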
RSV CPE inhibition: RSV antiviral activity via CPE protection, HEp-2 cells, primary 10 µM value included (AID 2391) | one-dose CPE inhibition, % at 10 µM; IC50 in µM for titrated hits | 310,000 tested, 0.13% active | HEp-2 cells, RSV-induced CPE inhibition; higher % means a stronger effect; in the data active = a potency from the dose series; inconclusive = CPE inhibition mostly from about 23% at the one dose, without a potency; inactive = the rest, 99 in 100 with CPE inhibition below about 21%; also: strong numbers were not always called active
NTR1 ag: NTR1-driven beta-arrestin-GFP spot formation – imaging, U2OS cells, high content, primary screen (AID 493036); P30989; agonist mode; activation, % at 20 µM; 330,000 tested, 0.17% active;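 active = activation at or above 40% of the spot to cytoplasm intensity ratio, with at least 20 cells analyzed; inconclusive = wells under 20 cells, flagged as cytotoxic or low count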;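 also: 0% = DMSO without peptide and 100% = 100 nM NTR1 peptide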
Target sequence (P30989 whole entry, looked up): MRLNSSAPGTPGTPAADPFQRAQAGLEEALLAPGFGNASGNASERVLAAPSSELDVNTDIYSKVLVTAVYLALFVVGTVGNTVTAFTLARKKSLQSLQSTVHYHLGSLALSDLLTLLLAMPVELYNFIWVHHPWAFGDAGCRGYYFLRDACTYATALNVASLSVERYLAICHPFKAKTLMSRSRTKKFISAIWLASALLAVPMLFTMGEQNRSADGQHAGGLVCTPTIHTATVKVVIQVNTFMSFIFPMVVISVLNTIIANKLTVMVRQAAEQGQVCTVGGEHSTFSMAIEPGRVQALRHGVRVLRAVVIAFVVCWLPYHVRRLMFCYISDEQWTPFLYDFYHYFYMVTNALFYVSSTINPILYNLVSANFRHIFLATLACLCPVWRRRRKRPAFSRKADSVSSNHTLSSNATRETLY
K1F lysis inhibition: inhibition of K1F phage lysis, E. coli UTI89, bacterial capsule biogenesis inhibitors, alamar blue (AID 488966); 340,000 tested, 0.02% active; E. coli UTI89 K1F phage lysis, alamar blue, 2 h; higher % means a stronger effect; one-dose inhibition, % at 100 µM; IC50 in µM for titrated hits;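 active = phage lysis inhibition, versus mean bacterial control, above a set limit; inconclusive = no clear call, values can overlap the other calls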;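 also: capsule biogenesis inhibitors block K1F phage lysis so surviving cells raise fluorescence; higher fluorescence means more inhibition of phage lysis; actives were called in the ten point dose series up to 300 µM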
MgcRacGAP inhibition: MgcRacGAP GTPase-activating activity inhibitors, confirmation, biochemical, ADP Hunter fluorescence | 340,000 tested, 0.6% active | one-dose inhibition, % at 30 µM; IC50 in µM for titrated hits | AID 624330 | MgcRacGAP-stimulated Rac1 GTP hydrolysis, ADP Hunter fluorescence; higher % means a stronger effect; GST-tagged Rac1 F28L mutant substrate;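 active = first-screen hits whose inhibition reached a set limit at any dose in the follow-up dose series; inconclusive = inhibition above the set first-screen limit but never retested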;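 also: fluorescence reports GDP produced by GAP-driven GTP hydrolysis; strong numbers were not always called active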
T cell modulator: modulates CD8 T cell binding to vesicles. 2C CD8+ T cell-vesicle binding, flow cytometry; active compounds read low. calls only at 7 µM. 330,000 tested, 0.068% active. AID 2052;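 active = response, share of CD8 T cells binding vesicles, and their 90th percentile fluorescence all below set limits, cut at about 80% in these data, passing the limit was not always enough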
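Incubation: binding step 1.5 h, 37 °C, antibody labelling 20 min, ice; system: murine 2C transgenic CD8+ T lymphocytes; technique: cytometric PE anti-B7-1 and Alexa647 anti-CD8 signals after 1% paraformaldehyde fixation; also added: QL9-charged Drosophila Ld/ICAM-1/B7-1 vesicles; control set: naked versus QL9-loaded vesicles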
TNAP activation fold: stimulation of alkaline phosphatase TNAP activity – biochemical, luminescent, no phosphate acceptor, uHTS, primary screen (AID 1001) | activation fold at 20 µM; hits with a dose series show EC50 in µM | purified TNAP, luminescent activation assay, no phosphate acceptor; higher activation fold means a stronger effect | 200,000 tested, 0.03% active; in the data active = activation fold from about 3, or a potency from the dose series; inactive = the rest, 99 in 100 with activation fold below about 1.6; also: many of its hits are not listed in these tables
Salmonella PhoP GFP: PhoP-dependent GFP reporter repression – Salmonella Typhimurium, primary screen (AID 1863). S. Typhimurium PhoP-regulated promoter GFP reporter, 4 h; higher % means a stronger effect. one-dose inhibition, % at 50 µM; IC50 in µM for titrated hits. 300,000 tested, 0.16% active;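 active = inhibition over 29.93%, a cutoff 3 SD above the screen mean, later confirmed by dose response; inconclusive = inhibition over 29.93% but no dose response follow-up; inactive = inhibition at most 29.93% or unconfirmed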;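 also: 0% = low Mg2+ inducing control and 100% = high Mg2+ repressing control; strong numbers were not always called active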
SV40 large T antigen: TAg ATPase/helicase activity blockers – biochemical (AID 1903); SV40 large T antigen ATPase/helicase inhibition assay; higher % means a stronger effect; inhibition, % at 20 µM, or IC50 in µM where a hit was titrated; 310,000 tested, 0.39% active; in the data active = a potency from the dose series; inconclusive = inhibition mostly from about 32% at the one dose, without a potency; inactive = the rest, 99 in 100 with inhibition below about 32%; also: strong numbers were not always called active
T cell modulator vesicle-bound %: recorded beside T cell modulator, whose call it bears; double positive events, %; measured here: CD8+ vesicle-bound cell fraction;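 binding gate set so that unloaded-vesicle control wells show 10% double positive cells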
NTR1 ag cell count 20 µM: also measured in NTR1 ag; calls as there; cell count; measured here: cell count, cytotoxicity flag
Myeloid diff 2 GFP+ MAC1+ %: also measured in Myeloid diff 2; calls as there; GFP+ MAC1+ double positive, %; measured here: differentiation confirmed by MAC1 staining
An asterisk follows results filed as active; i = inactive; u = inconclusive; x = no result given; [ ] = dose if it differs, or a comment.

SMILES	Myeloid diff 2	Myeloid diff 2 GFP+ MAC1+ %	RSV CPE inhibition	NTR1 ag	NTR1 ag cell count 20 µM	K1F lysis inhibition	MgcRacGAP inhibition	T cell modulator	T cell modulator vesicle-bound %	TNAP activation fold	Salmonella PhoP GFP	SV40 large T antigen
Cc1nc(=O)c(-c2ccccc2)c(C)n1CC1CCCO1 (centres undefined)	i	0.6	-0.3%	-0.6	41	1.1%	9%	i	20	0.8	8%	0%
O=c1[nH]c(-c2ccccn2)nc2sc(-c3ccccc3)cc12	u	x	x	x	x	-0.4%	19%	x	x	1.7	-9%	7%
O=C(NCCc1nnc2ccc(N3CCCC3)nn12)c1ccccc1	i	0.0	1.5%	0.7	46	0.3%[50 µM]	2%	i	40	x	2%	3%
COc1ccccc1CNC(=O)C(=O)NCC1OCCCN1S(=O)(=O)c1cccs1 (centres undefined)	i	1.1	0.6%	0.6	57	-0.4%[50 µM]	4%	i	11	x	-2%	6%
COc1cc(CNc2ccc(N3CCN(C(C)=O)CC3)cc2)ccc1OCc1ccccc1	i	0.5	16%	4.9	67	0.8%	13µM*	i	25	1	x	x
CCCc1nc(SCC(=O)N2CCCCCC2)c2c(=O)n(C)c(=O)n(C)c2n1	x	x	1.7%	x	x	x	x	i	34	x	-1%	20%
N#CC(c1ccccn1)(c1ncc(C(F)(F)F)cc1Cl)N1CCOCC1 (centres undefined)	i	7.4	-0.7%	0.6	61	-0.9%	1%	i	16	1.1	-15%	8%
COc1ccc(CCNC(=O)c2cc3ccccc3oc2=O)cc1	i	0.3	0.4%	2.7	60	1.2%	7%	i	50	x	6%	2%
COc1cc(C#Cc2c(-c3cncn3C)n(C)c3ccc(-c4ccc(OC)nc4)cc23)cc(OC)c1	i	2.5	-1.9%	0.3	42	4.0%	1%	i	29	x	x	x
COc1ccc(C2N(c3ccccc3)C(=S)N3CCCN23)cc1 (centres undefined)	i	0.7	1.7%	0.3	68	0.1%	7%	i	2	1.1	-14%	-1%
CNC(=O)N(O)C1N(/N=C/c2ccc(C)cc2)C(=S)SC1(C)C (centres undefined)	i	0.7	0.7%	-0.2	98	0.4%[50 µM]	x	i	30	x	8%	6%
N=c1c(C(=O)NC2CCCCC2)cc2c(=O)n3ccccc3nc2n1Cc1ccccc1	i	0.6	8.3%	8.2	74	-0.1%	10%	i	24	x	-5%	9%
O=C(CSc1nnc(NC(=O)c2ccccc2[N+](=O)[O-])s1)NCC1CCCO1 (centres undefined)	i	0.9	1.2%	0.0	65	-0.1%[50 µM]	4%	i	38	x	1%	10%
CCCCn1c(N)c(N(CCOC)C(=O)c2cc(-c3ccncc3)nc3ccccc23)c(=O)[nH]c1=O	i	0.4	1.5%	1.2	64	0.0%	6%	i	33	x	4%	7%
CCCSc1cc(N2CCOCC2)nc(-c2ccccc2Cl)n1	i	0.8	4.0%	5.7	38	0.7%	9%	i	57	1.2	0%	-1%
CCC(C)[C@H](NC(=O)NCc1cccs1)C(=O)O (some centres undefined)	i	1.1	0.8%	0.6	47	0.5%	10%	i	39	1	-3%	6%
CCOC(=O)c1c(C)[nH]c(C(=O)OCC(=O)Nc2cc(C)nn2-c2ccccc2)c1C	i	0.2	18%	0.4	64	0.8%[50 µM]	2%	i	30	x	-8%	6%
COc1ccccc1NS(=O)(=O)c1cccc(C(=O)N/N=C(\C)c2ccc(-n3ccnc3)cc2)c1	i	0.2	5.0%	0.6	67	0.3%	6%	i	19	1.1	-2%	0%
O=C(OCC(=O)N1CCCC1)c1ccco1	i	1.9	0.3%	0.1	36	-0.2%	2%	i	36	1	-7%	2%
O=C(NCC(=O)N(c1ccccc1)C(C(=O)NC1CCCCC1)c1cccnc1)c1cccs1 (centres undefined)	i	0.2	-0.2%	0.3	77	0.0%	11%	i	52	1	2%	7%
Cc1cc(S(=O)(=O)N(Cc2ccc(F)cc2)CC2CCCO2)ccc1-n1cnnn1 (centres undefined)	i	6.1	0.2%	1.7	47	0.3%	4%	i	48	1.1	24%	-15%
CCN(CC)CCCn1c(SCC(=O)NCC2CCCO2)nc2ccccc2c1=O (centres undefined)	i	0.7	x	-1.1	59	-0.1%[50 µM]	1%	x	x	x	x	x
O=C(N=Nc1c(O)[nH]c2ccc(Br)cc12)c1ccccc1-n1cccc1	u	x	-4.0%	22	76	4.3%	2%	i	11	1.1	12%	10%
C#Cc1ccc([C@@H]2C=C(C(=O)NC3CC3)O[C@H](OCC)[C@H]2CCCO)cc1	i	2.4	1.7%	1.5	63	0.9%	9%	i	36	x	-4%	15%
CCOc1ccccc1/C=C/c1cc(C(=O)O)c2ccccc2n1	i	0.3	0.4%	2.3	61	0.1%	17%	i	52	x	-9%	x
Carrying on.
SMILES	Myeloid diff 2	Myeloid diff 2 GFP+ MAC1+ %	RSV CPE inhibition	NTR1 ag	NTR1 ag cell count 20 µM	K1F lysis inhibition	MgcRacGAP inhibition	T cell modulator	T cell modulator vesicle-bound %	TNAP activation fold	Salmonella PhoP GFP	SV40 large T antigen
Cc1cc(C)cc(C(=O)N2CCN=C2c2ccccc2)c1	i	0.1	2.2%	1.0	84	0.2%	4%	i	37	1.1	-1%	5%
O=C(NCC1CCCO1)c1ccc2c(c1)S(=O)(=O)c1ccccc1C2=O (centres undefined)	i	2.0	1.1%	1.4	82	0.9%	9%	i	50	x	x	3%
CC(C)CC(c1nnnn1Cc1ccc2c(c1)OCO2)N1CCC(C(N)=O)CC1 (centres undefined)	i	0.3	1.2%	3.3	61	3.1%	6%	i	49	1.1	10%	3%
CCCCN(CC)C(=O)c1oc2ccc(S(=O)(=O)N3CCCC3)cc2c1C	i	0.9	u	0.5	72	-0.1%	11%	i	25	x	1%	15%
CCCS(=O)(=O)c1nc(S(=O)(=O)c2ccc(C)cc2)c(N2CCOCC2)s1	u	x	3.3%	5.9	43	-0.1%	5%	i	18	x	2%	3%
CN1CCN(C(=O)CN(c2cc(C(F)(F)F)ccc2Cl)S(C)(=O)=O)CC1	i	1.1	0.2%	1.9	58	0.9%	6%	i	26	1.1	-5%	17%
O=C(NCCC1CCCCN1S(=O)(=O)c1ccccc1)C(=O)Nc1ccccc1 (centres undefined)	i	0.1	0.4%	0.0	68	0.3%[50 µM]	4%	i	46	x	-4%	24%
Nc1c(-c2ccccc2)c(CN2CCOCC2)nn1-c1ccc(C(=O)O)cc1	i	0.6	1.0%	1.2	37	-0.4%	2%	i	52	1.1	4%	-6%
O=C1CNC(=O)/C(=C\c2ccc(F)cc2)N1	i	0.2	0.5%	-0.7	71	0.4%	7%	i	54	x	-2%	24%
Cc1nn(Cc2c(Cl)cccc2Cl)c(C)c1NC(=O)/C=C/c1cnn(C)c1C	i	4.5	0.1%	2.6	47	3.5%	5%	i	19	1	-2%	9%
CCC(C)NC(=O)c1ccccc1NC(=O)CN(c1cc(C)ccc1OC)S(C)(=O)=O (centres undefined)	i	0.3	-0.1%	0.1	42	-0.8%	-1%	i	18	1	-3%	0%
COc1ccc(NC(=O)NNC(=O)c2ccc3ccccc3c2O)c(OC)c1	i	1.2	1.7%	-0.6	61	0.1%	13%	i	23	x	-8%	26%
Cc1ccc2cc(C#N)c(SCC(=O)Nc3ccc4sc(C)nc4c3)nc2c1	x	x	x	16	74	x	x	x	x	1.2	-12%	21%
Cc1cccc(-n2c(SCC(=O)N3CCN(c4ccccn4)CC3)nnc2N2CCOCC2)c1	i	0.2	0.1%	-0.1	88	0.8%[50 µM]	5%	i	45	x	x	x
CCc1ccccc1Nc1nc(N)nc(CSc2nnnn2C)n1	i	0.7	-2.0%	0.9	50	-0.6%	2%	i	45	1.1	2%	3%
COc1ccc2cc(C(=O)N3CCC(Cc4ccccc4)CC3)[nH]c2c1	i	0.5	2.0%	2.7	111	0.0%	7%	i	45	x	25%	14%
Cc1ccccc1OCc1nnc(SCC(=O)NC2CCCCC2)o1	i	5.0	0.7%	-0.1	47	0.1%	7%	i	27	x	0%	6%
COc1ccc(S(=O)(=O)N2CCCCC2)cc1NC(=O)c1ccc(OC)c(OC)c1	i	0.9	x	0.8	61	-0.7%[50 µM]	12%	x	x	x	x	x
CC(C)CCn1c(Cl)nc2c1c(=O)n(C)c(=O)n2C	i	0.6	10%	3.3	67	0.0%	-1%	i	52	1.1	12%	-5%
O=C(NCc1cccnc1)c1ccccc1[N+](=O)[O-]	i	0.5	0.4%	1.5	64	0.2%	5%	i	31	0.9	3%	12%
CC(C)(C)c1ccc(C(=O)Nc2nnc(SCC(=O)NCC3CCCO3)s2)cc1 (centres undefined)	i	0.4	7.7%	0.7	63	1.2%[50 µM]	13%	i	33	x	-1%	15%
O=C(Nc1ccccc1C(F)(F)F)N1CCN(c2ccc3nnc(-c4ccc(F)cc4)n3n2)CC1	i	3.8	9.3%	5.8	76	-0.3%	14%	i	46	1.1	1%	9%
CCOC(=O)N1CCC(NC(=O)c2cc(C(=O)Nc3ccc(OC)c(OC)c3)ccc2CO)CC1	i	2.8	1.0%	-1.5	92	-1.2%	-8%	i	42	1.1	22%	4%
CCCCCOc1ccc(/C=c2\sc3nc(=O)c(-c4ccccc4)nn3c2=O)cc1OC	i	0.6	4.5%	-0.4	133	0.4%[50 µM]	7%	i	14	1	11%	0%
COc1cccc(-n2c(C)n[nH]c2=O)c1	i	0.4	2.2%	-0.6	97	1.0%	4%	i	23	1	-5%	-3%
COc1ccc(OCC(=O)N/N=C(/C)Cc2ccccc2)cc1	i	0.3	1.0%	-0.1	102	0.2%	11%	i	60	1	-6%	8%
COc1ccc(CCC(=O)OCC(=O)Nc2sccc2C(N)=O)cc1	i	1.2	1.1%	0.0	77	1.3%[50 µM]	8%	i	34	x	x	x
CCc1ccc(NC(=S)N(CCCN2CCOCC2)Cc2ccccn2)cc1	i	0.9	-0.2%	3.7	81	0.6%	6%	i	29	1	-1%	18%
O=C(CN1C(=O)/C(=C/c2ccccc2Cl)SC1=S)NC1C=CS(=O)(=O)C1 (centres undefined)	i	1.8	0.3%	1.5	65	-0.5%	4%	i	42	x	0%	7%
